Screening data: PubChem, Sanford-Burnham Center for Chemical Genomics
EBI2 antag = EBI2 receptor antagonists, beta-arrestin recruitment, primary screen, cell-based, luminescence, 7a,25-OHC stimulation, uHTS; inhibition, % at 5 µM; 360,000 compounds, 0.81% hits; 7a,25-OHC stimulated; in the data active = inhibition above about 38%;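 also: enzyme fragment complementation signal reports receptor beta-arrestin coupling in cells; 0% = agonist plus DMSO wells and 100% = wells without agonist; some results beyond the cut were filed as inactive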
Target sequence (P32249 whole entry, looked up, the tested form may be a part): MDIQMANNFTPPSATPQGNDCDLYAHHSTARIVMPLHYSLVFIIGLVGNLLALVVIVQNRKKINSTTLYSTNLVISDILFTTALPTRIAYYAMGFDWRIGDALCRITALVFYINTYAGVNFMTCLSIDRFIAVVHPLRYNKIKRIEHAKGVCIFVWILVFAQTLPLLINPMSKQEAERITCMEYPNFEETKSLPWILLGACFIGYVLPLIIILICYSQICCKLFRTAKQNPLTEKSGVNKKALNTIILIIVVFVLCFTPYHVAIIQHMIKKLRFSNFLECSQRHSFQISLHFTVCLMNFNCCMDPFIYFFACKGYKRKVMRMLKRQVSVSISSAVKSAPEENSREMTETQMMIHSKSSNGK
SENP8 block = SENP8 protease inhibitors, primary screen, biochemical, luminescence; Sentrin-specific protease 8 (Homo sapiens), Q96LD8; purified SENP8, Z-RLRGG-aminoluciferin cleavage; inhibition, % at 10 µM; 330,000 compounds, 1.2% hits
Target sequence (Q96LD8 whole entry, looked up): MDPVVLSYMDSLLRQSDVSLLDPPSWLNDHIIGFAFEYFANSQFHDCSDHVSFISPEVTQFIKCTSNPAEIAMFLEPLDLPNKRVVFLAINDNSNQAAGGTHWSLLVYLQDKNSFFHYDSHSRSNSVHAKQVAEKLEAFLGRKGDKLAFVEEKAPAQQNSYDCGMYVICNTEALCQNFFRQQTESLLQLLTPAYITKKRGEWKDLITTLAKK
UBC13 inh = UBC13 polyubiquitin chain formation inhibitors, primary screen, biochemical, TR-FRET, uHTS. Ubiquitin-conjugating enzyme E2 N (Homo sapiens), P61088. inhibition, % at 20 µM. 330,000 compounds, 0.47% hits; in the data active = inhibition above about 45%, passing the limit was not always enough; inconclusive = no clear call, values can overlap the other calls
Target sequence (P61088 whole entry, looked up): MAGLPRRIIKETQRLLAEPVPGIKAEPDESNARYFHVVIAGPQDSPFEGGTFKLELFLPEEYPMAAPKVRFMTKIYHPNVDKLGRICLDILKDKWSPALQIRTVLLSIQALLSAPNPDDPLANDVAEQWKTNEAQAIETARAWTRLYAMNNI
Apaf-1 inh = inhibitors of human Apaf-1 apoptosome, primary screen, biochemical, DEVD-Rh110 fluorescence, uHTS. Apoptotic protease-activating factor 1 (Homo sapiens), O14727. reconstituted apoptosome caspase-3 activity. inhibition, % at 20 µM. 330,000 compounds, 0.71% hits. AID 489030, 2010; active = inhibition of at least 40% at 20 µM;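 also: plate controls were DMSO wells for no effect and DEVD-CHO caspase inhibitor wells for full effect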
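Medium: Hepes buffer, pH 7.5 / System: biochemical Apaf-1 apoptosome reconstitution / Measured by: Rh110 fluorescence, excitation 480 nm, emission 540 nm / Times: compound with Apaf-1, dATP, procaspase-3 30 min, then 50 min reaction, room temperature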
CCR6 antag = CCR6 receptor antagonists, primary screen, cell-based, CHO-K1, luminescence, beta-arrestin, uHTS; C-C chemokine receptor type 6 (Homo sapiens), P51684; CHO-K1 CCR6 PathHunter beta-arrestin, CCL20-stimulated; inhibition, % at 20 µM; 340,000 compounds, 0.49% hits; AID 493098, 2011;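 active = compounds whose inhibition of the agonist-driven luminescence signal at 20 µM reaches about 50%, limit read from the data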;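 also: cells stimulated with CCL20 at 14 nM final; plate controls were DMSO with CCL20 for no effect and DMSO without agonist for full effect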
Jurkat NFkB inh = inhibitors of induced NF-kB luciferase reporter, primary screen, TCR NF-kB activation inhibitor project, cell-based, luminescence, uHTS; AID 435003, 2010; 330,000 compounds, 0.53% hits; Jurkat, PMA/ionomycin-induced NF-kB luciferase reporter; inhibition, % at 4 µM
Gli-Sufu block = Gli-Sufu pathway antagonists, primary screen, luciferase luminescence, Sufu-KO-LIGHT cells, uHTS | 340,000 compounds, 0.74% hits | Sufu-KO-LIGHT fibroblasts, Gli luciferase reporter luminescence | inhibition, % at 5 µM;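 active = inhibition above about 55%, limit read from the data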;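 also: 0% = DMSO-treated cells and 100% = wells with medium but no cells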
697 NFkB inh = inhibitors of PMA/ionomycin-induced NF-kB reporter, 697 cells, primary screen, B-cell NF-kB inhibitor project, cell-based, luminescence, uHTS; AID 435022, 2010; 697 B-cell NF-kB luciferase reporter, 16 h; 330,000 compounds, 0.33% hits; inhibition, % at 4 µM; in the data active = inhibition above about 35%
Active calls of the source: *; ? = inconclusive; . = not tested or not shown. Rule as the data show it, unless noted: active = inhibition above about 50%; inactive = the rest.

The first three records, ahead of the listing:
SMILES	EBI2 antag	SENP8 block	UBC13 inh	Apaf-1 inh	CCR6 antag	Jurkat NFkB inh	Gli-Sufu block	697 NFkB inh
CC(=O)c1cccc(NC(=O)N2CCc3ccccc3C2)c1	8.5	-7.8	-7.5	-0.2	11.3	-62.1	-44.0	-99.0
CC(C(=O)NCCCc1ccccc1)c1ccc([N+](=O)[O-])cc1 (stereo unspecified)	16.9	-1.0	1.1	0.9	3.2	8.9	-1.6	1.8
COc1cc(CN/C(C)=C(\C#N)C(N)=O)cc(OC)c1OC	-4.8	-5.7	-3.5	-25.0	1.7	0.6	1.6	10.9

This part in full, from the first entry:
SMILES	EBI2 antag	SENP8 block	UBC13 inh	Apaf-1 inh	CCR6 antag	Jurkat NFkB inh	Gli-Sufu block	697 NFkB inh
CC(=O)c1cccc(NC(=O)N2CCc3ccccc3C2)c1	8.5	-7.8	-7.5	-0.2	11.3	-62.1	-44.0	-99.0
CC(C(=O)NCCCc1ccccc1)c1ccc([N+](=O)[O-])cc1 (stereo unspecified)	16.9	-1.0	1.1	0.9	3.2	8.9	-1.6	1.8
COc1cc(CN/C(C)=C(\C#N)C(N)=O)cc(OC)c1OC	-4.8	-5.7	-3.5	-25.0	1.7	0.6	1.6	10.9
C/C(CCN1CCCCc2nc(C)c(C)cc21)=N\O[C@@H](C)CN1CCCCc2nc(C)c(C)cc21	.	1.7	17.1	10.9	.	4.9	.	-17.8
Cc1ccc(-n2c(-c3ccc(Cl)cc3)n[nH]c2=S)cc1	-4.6	-0.5	8.1	5.7	-0.2	7.5	26.6	12.4
Cc1cccc(NS(=O)(=O)c2cccc(C(=O)N3CCC3)c2)c1	-9.2	-16.1	-3.0	9.0	6.1	-7.7	-8.1	-14.2
COC(=O)c1cc(NC(=O)Nc2cc(OC)ccc2OC)cc(C(=O)OC)c1	10.1	0.4	4.8	-9.1	6.1	7.4	6.4	39.1*
CCOc1ccc(NC(=O)C(=O)NCCCn2ccnc2)cc1	-15.7	-1.9	-9.7	2.1	-3.0	-9.5	4.1	12.1
CCOc1ccc(NC(=S)NCC(c2cccnc2)N2CCOCC2)cc1 (stereo unspecified)	6.2	4.0	-1.7	-0.6	-5.3	-2.5	-1.4	-14.4
c1cncc(CN=C2Nc3ccccc3CS2)c1	-7.7	-4.5	4.6	8.5	7.0	-2.0	-13.6	12.6
Fc1cccc(NCc2cn3ccccc3n2)c1	-3.3	0.8	-11.6	12.6	-4.3	-128.8	-117.6	-235.4
O=C(CSc1nnc(CNC(=O)c2cccs2)o1)Nc1ccc(Cl)cc1	-8.2	0.2	-0.7	-12.5	4.5	-5.5	-12.0	12.4
Fc1ccc(COc2ccc(C(=S)N3CCCC3)cc2)cc1	-12.8	38.0	1.9	13.9	20.0	-60.3	-85.8	-57.7
CCOc1ccc2nc(SCC(=O)c3cccs3)sc2c1	11.6	0.2	2.8	12.0	-7.0	-74.7	-101.6	-76.4
CCN1CCN(c2ccc(S(=O)(=O)N3CCCCC3)cc2NC(=O)Cc2ccc(Cl)c(Cl)c2)CC1	6.7	4.0	17.1	28.8	13.5	3.8	15.4	10.9
CCc1cc(=O)oc2cc(OCC(=O)NCc3ccccn3)ccc12	0.7	2.4	-2.6	5.2	0.2	-3.6	-9.2	-6.8
CC(C)N(Cc1nc(-c2ccccc2)no1)C(=O)c1ccc(Cl)cc1	4.9	-8.2	2.0	17.0	11.8	-3.4	-1.3	-11.5
COc1cccc(Nc2nc(-c3cccc(N4C(=O)c5ccccc5C4=O)c3)cs2)c1	36.0	-3.5	-0.4	10.1	6.9	-18.2	13.8	-16.1
O=C(Nc1nc2c(Br)cc(Br)cc2c(=O)s1)c1ccco1	7.2	2.4	?	-3.6	12.8	15.5	10.1	36.0*
CC1=NC(C)(C)Cc2c(C)cccc21	-4.7	-1.6	6.3	3.6	18.0	7.2	2.8	1.8
COc1ccc(CC(=O)NNC(=O)c2ccoc2C)cc1OC	-7.6	-10.3	-6.7	-1.4	8.5	-9.4	-18.4	1.8
Cc1c(C(=O)N2CCOCC2)c(S(=O)(=O)Nc2ccc(Br)cc2F)c(C)n1C	1.1	-2.4	-6.9	-7.1	-7.0	9.0	-8.3	-6.0
CCOC(=O)c1c(C)[nH]c(C)c1S(=O)(=O)Nc1ccc(CN2CCCCC2)cc1	-0.5	-1.6	5.4	-12.5	-0.5	19.9	18.7	-15.5
CCc1cc2c(=O)c(-c3nc4ccccc4n3C)c(C)oc2c(CN2CCN(C)CC2)c1O	.	-3.5	6.2	-10.4	.	15.2	.	-3.5
O=C(CN1CCN(c2ccccn2)CC1)Nc1cccc(S(=O)(=O)N2CCCC2)c1	-0.1	1.7	-0.1	-9.4	9.8	4.1	23.6	-6.3
O=C(O)C1C(c2ccccc2)C(C(=O)Oc2ccc(O)cc2)C1c1ccccc1 (stereo unspecified)	0.6	-1.5	2.3	-5.0	2.2	2.7	0.8	2.1
CC(=O)Nc1ccc(NC(=O)C2CCN(C(=O)NC3CCCCC3)CC2)cc1	-3.7	-1.6	3.7	-3.5	1.5	14.1	-19.2	20.1
CCOC(=O)c1c(C)n(-c2ccc(F)cc2)c2ccc(O)cc12	12.6	1.2	6.7	11.2	7.5	-6.0	-2.4	-3.7
Cc1ncn(C23CC4CC(CC(O)(C4)C2)C3)n1	-1.0	-0.2	-5.8	12.7	12.2	-10.8	-2.4	-20.4
O=c1c2ccc([N+](=O)[O-])c3cccc(c32)c2nc3ccccc3n12	.	-12.6	-5.7	2.1	.	-0.2	.	-58.6
Cc1noc(C)c1Cc1ccc(O)cc1	-1.4	-5.8	-5.9	-2.6	-2.9	37.1	4.9	-19.7
Nc1c(Cl)ncnc1N1CCOCC1	-7.5	-7.0	3.5	-6.6	-0.2	-11.7	-0.7	24.2
CCOc1ccc(S(=O)(=O)N2CCCCC2)cc1NC(=O)C1=COCCO1	0.3	0.9	-3.9	-131.3	11.0	-2.1	4.8	-26.1
COC(=O)C1=C(C)N(c2ccc(OC)cc2)C(C)=C(C(=O)OC)C1c1ccc(OC)cc1	6.0	-7.0	-3.3	7.2	16.7	11.3	14.1	-4.4
CC1(C)CC(=O)C2=C(C1)OC(c1ccc(O)cc1)C(C#N)=C2N (stereo unspecified)	-14.1	2.4	-4.2	-3.5	3.3	1.4	50.9	-9.1
Cc1cc(=O)n2ncnc2n1COCCO	-8.8	-7.1	-2.8	4.7	4.3	-13.6	-23.8	16.8
Cc1cc(/C=C2\SC(=S)NC2=O)c(C)n1C	2.8	6.8	-8.8	-13.6	39.6	17.1	-7.9	13.9
COc1ccc(N(C)S(=O)(=O)c2cccc(C(=O)OCC(=O)N3CC(C)CC(C)C3)c2)cc1 (stereo unspecified)	15.9	11.0	7.4	12.3	17.6	13.5	-3.8	-6.7
CCOc1ccc(S(=O)(=O)N2CCCCC2)cc1NC(=O)CN1C(=O)NC(C)(c2ccc(C)cc2)C1=O (stereo unspecified)	14.2	13.5	-0.8	27.7	7.4	8.3	1.4	-16.4
CC1CCN(c2nc(-c3ccncc3)nc3ccccc23)CC1	-11.3	-0.8	24.6	29.6	27.5	11.5	13.9	-18.8
O=C(CSc1cn(CCNC(=O)c2cccs2)c2ccccc12)NCC1CCCO1 (stereo unspecified)	-6.5	10.7	0.6	-2.3	-5.2	4.8	-5.5	-2.7
CCN(Cc1ccncc1)C(=O)c1cc(Br)cc(Br)c1O	-20.8	-8.8	4.4	2.6	-6.7	0.3	5.1	7.0
CC(C)CNC(=O)CC(=O)N/N=C/c1cccs1	-6.2	-2.6	-15.0	4.4	-23.2	-8.5	-6.1	-13.1
C#CC(C)(CC)NC(=O)c1cc2nc(C3CC3)cc(C(F)(F)F)n2n1 (stereo unspecified)	2.5	6.0	1.3	6.8	14.8	-8.0	-7.1	1.6
Cc1cc(CN(C)C(=O)CCc2nnc(Cc3cccc(C(F)(F)F)c3)o2)on1	-13.0	-0.2	14.3	4.1	-2.6	-21.1	-1.4	-20.8
Cc1ccc(NC(=O)c2cnc3ccccc3n2)cc1C	7.5	17.5	5.6	10.2	8.8	-113.7	-71.5	-112.2
CN(C)CCCOC(=O)c1cc2ccccc2o1	-6.9	3.5	-6.2	15.7	0.6	-15.0	-4.5	-2.4
O=C1CSC2(N1)C1CC3CC(C1)CC2C3 (stereo unspecified)	7.1	4.3	-3.3	-24.9	-11.0	8.8	-4.3	6.1
O=C(c1ccc(N2CCCC2=O)cc1)N1CCN(c2ccc(Cl)cc2)CC1	12.3	3.7	-7.1	3.9	-1.3	3.4	6.7	-11.2
Cc1ccc2nc(CCc3nc4ccc(C)cc4[nH]3)[nH]c2c1	11.8	14.0	-6.1	-1.9	-5.4	8.3	24.2	12.6
Cc1cc(C)c(NC(=O)C2CC(=O)N(C(C)C)C2)c(C)c1 (stereo unspecified)	4.9	-2.5	0.7	-17.0	4.8	10.3	-0.9	-4.7
CCN(CC)P(=O)(/C(Cl)=C\Nc1c(C)n(C)n(-c2ccccc2)c1=O)N(CC)CC	-16.8	9.3	-3.7	-5.7	12.5	1.4	-3.6	4.1
CCOC(=O)C1CCN(S(=O)(=O)c2ccc(C(=O)OC)cc2)CC1	-3.9	3.2	1.2	3.5	1.7	-16.4	-3.6	-8.4
Cc1ccccc1NC(=O)c1cc2c(C)nc3ccccc3c2o1	1.6	3.4	3.7	-8.9	-10.6	5.0	4.7	5.5
COc1ccccc1CNC(=O)CN1CCN(Cc2ccc(Cl)cc2)C1=O	-3.1	6.8	5.7	4.6	2.0	9.4	-2.1	-25.8
COc1cc(C)ccc1N(CCCN1C(=O)c2cccc3cccc(c23)C1=O)C(=O)c1cccs1	-13.4	-4.8	6.9	13.8	14.2	8.0	33.6	-38.1
COc1ccc(Cc2nnc(NC(=O)Nc3ccccc3)s2)cc1OC	-7.6	0.9	4.6	8.1	-4.3	-16.1	8.2	-0.6
CC1(C)CCCC2=C1CC1C(=O)N(O)C(=O)C1C2 (stereo unspecified)	-6.3	-9.4	-13.6	-3.7	2.1	1.0	-12.6	-11.4
O=C1OCCC1Sc1nc2ccccc2n1Cc1ccccc1 (stereo unspecified)	-6.6	5.6	-3.4	19.5	14.3	-8.7	4.4	-12.3
CC(C)CCC(O)(CCC(C)C)C(=O)NN1CCCCC1	-1.7	0.3	-4.4	13.3	2.1	0.3	14.2	-5.0

Going on with the list:
SMILES	EBI2 antag	SENP8 block	UBC13 inh	Apaf-1 inh	CCR6 antag	Jurkat NFkB inh	Gli-Sufu block	697 NFkB inh
COC(=O)C(Cc1csc2ccc(Cl)cc12)NC(=O)c1ccc(Cl)cc1 (stereo unspecified)	-1.1	-10.1	1.1	8.7	-1.6	-17.4	6.0	4.3
COCCCNC(=S)Nc1ccc(N2CCCCC2)cc1	-1.9	3.7	0.9	0.1	2.5	-20.6	-1.4	-24.9
CCOC(=O)[C@H]1NN=C(C(=O)OC)[C@@H]1c1ccccc1	-4.9	-2.4	0.5	2.7	-14.9	1.4	-16.0	5.1
Cn1nc(C(=O)N2CCOCC2)c2ccccc2c1=O	-2.1	3.1	-5.6	8.7	2.7	-3.2	2.2	-16.6
COc1cc(NC(=O)CSc2nnc(-c3cc(C)on3)o2)cc(OC)c1	-2.7	3.8	0.6	-0.6	11.3	0.4	-10.2	6.5

These rows are one share of the data. The share of hits here may be higher or lower than overall.
